MT1-MMP act inh: inhibitors of human MT1-MMP activation; GFP/RFP ratio change, % at 20 µM; HT1080 RFP-PRO-GFP cells, GFP/RFP ratio fluorescence, overnight; percent of plate control window, DMSO zero; P50281; hit rate 0.061% among 360,000;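 active = GFP/RFP ratio change of at least 30% with cell ATP level not reduced by more than half and red fluorescence within 50% of control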; also: strong numbers were not always called active
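Material – HT1080 RFP-PRO-GFP cells · Control set – DMSO wells and RFP-L50D-GFP cells · Incubation – overnight cell settling, then overnight compound exposure, 37 °C, 5% CO2 · Compound dosing – single-point 20 µM compound, 1% DMSO · Read-out – GFP/RFP fluorescence ratio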
Rpn11 block: blocks the human proteasome subunit Rpn11; O00487; human 26S proteasome, Ub4-pepOG fluorescence polarization; 20S core pre-blocked with epoxomicin; calls only at 20 µM; hit rate 0.59% among 360,000; AID 588493;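 active = inhibition at 20 µM, scaled to each plate's controls, above about 33%, limit read from the data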
SKN-1 inh: C. elegans SKN-1 inhibition. C. elegans VP596 Pgst-4::GFP/RFP ratio, acrylamide-induced, 24 h. AID 624304. inhibition, % at 21.8 µM. hit rate 0.49% among 360,000;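 active = interference check ratio from 0.5 to 1.5 plus GFP to RFP signal ratio inhibition reaching or exceeding a fixed threshold, cut at about 30% in these data, passing the limit was not always enough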; also: some compounds called inactive have numbers as strong as hits
NadD block: inhibitors of Staphylococcus aureus NadD | purified NadD enzyme, colorimetric absorbance read-out | inhibition, % at 20 µM | hit rate 0.78% among 360,000 | AID 602399; in the data active = inhibition above about 26%; also: some compounds past the cut are filed as inactive
Rin1 Abl inh: blocks binding of human Rin1 to Abl | P00519+Q13671 | TR-FRET Rin1/Abl binding, biochemical | inhibition, % at 7.35 µM | hit rate 0.4% among 360,000 | AID 588664; in the data active = inhibition above about 5%, passing the limit was not always enough
CSN inh: blocks human CSN-mediated cullin deneddylation | AID 651999 | Purified CSN, SCF-Nedd8-OG deneddylation, fluorescence polarization | hit rate 0.38% among 360,000 | inhibition, % at 12.5 µM | Q92905;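 active = pattern-corrected inhibition above about 35%, with an unprinted fluorescence ratio check between 0.5 and 1.5, limit read from the data, passing the limit was not always enough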;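 also: 0% = enzyme with substrate and 100% = substrate without enzyme; some results filed as inactive read as strong as hits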
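assay system = purified human Csn5 enzyme expressed in HEK293T cells | amount = 0.24 nM enzyme | buffer or medium = Tris/NaCl/DTT buffer, pH 7.5 | reagent = 10 nM SCFSkp2-Nedd8OG | compound = one concentration, 12.5 µM, 0.25% DMSO | times = 90 min reaction at room temperature | signal = FP | read-out basis = % inhibition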
Neddyl block: cullin neddylation inhibition; calls only at 25 µM; hit rate 0.58% among 360,000; TR-FRET cullin neddylation, biochemical; P61081+Q13564; in the data active = inhibition above about 36%
FAS TE block: FAS thioesterase (human) inhibition; P49327; recombinant FAS-TE, OMFH fluorogenic substrate, fluorescence endpoint; inhibition, % at 15 µM; hit rate 0.67% among 360,000; AID 602261;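 active = compounds whose normalised, plate-corrected inhibition of enzyme fluorescence in the single-dose primary screen is 50% or more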;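 also: 0% = DMSO with enzyme and 100% = substrate without enzyme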
MLLE-PAM2 inh: inhibitors of microRNA-mediated deadenylation, human PABP1 MLLE binding | GST-MLLE / FITC-PAM2 fluorescence polarization | hit rate 0.36% among 360,000 | P11940 | inhibition, % at 20 µM; in the data active = inhibition above about 35%, passing the limit was not always enough;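 also: plate controls were DMSO wells with GST-MLLE for no effect and wells lacking GST-MLLE protein for full effect; some results filed as inactive read as strong as hits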
* marks the source's active call; other numbers are inactive results; i = inactive; nt = not tested or not shown.

cpd	compound	Rpn11 block	MLLE-PAM2 inh	Neddyl block	NadD block	SKN-1 inh	Rin1 Abl inh	MT1-MMP act inh	FAS TE block	CSN inh
1	CCCN(CC1CC1)C(=S)NC(=O)c1ccccc1C	i	18	i	2	-12	2	2	-4	-5
2	CCN(CC(=O)Nc1ccccc1C(F)(F)F)C(=O)/C=C/c1ccc(Cl)c([N+](=O)[O-])c1	i	-51	i	-3	3	2	-1	3	-1
3	CCN(CC(=O)NC(=O)NCc1ccccc1)CC(=O)Nc1cc(Cl)ccc1C	i	1	i	-4	5	3	0	13	0
4	CCC(CC)C(C(=O)NC1CCCC1)N1CCN(c2cc(C)nc3ccccc23)CC1 (configuration not stated)	nt	nt	i	nt	-9	nt	5	nt	-1
5	COc1cc(/C=C/C(=O)Nc2ccc(S(=O)(=O)Nc3onc(C)c3C)cc2)cc(OC)c1OC	i	10	i	-7	15	-2	2	-5	-3
6	O=C(O)c1ccc(Cl)c(S(=O)(=O)N(Cc2ccccc2)c2ccc(Cl)cc2)c1	i	-2	i	1	-6	-1	1	-5	3
7	CC(=O)Nc1ccc(NC(=O)COC(=O)CCNS(=O)(=O)c2c(Cl)cccc2Cl)cc1	i	-19	i	1	-2	2	-3	-6	3
8	Cc1ccc2[nH]c(=O)c(-c3noc(CC(C)C)n3)cc2c1	i	-13	i	-3	-6	0	2	-2	3
9	Cc1cc(=O)oc2cc(OCC(=O)N3CCN(c4ccc(F)cc4)CC3)c(Cl)cc12	i	1	i	3	-5	-5	-3	38	2
10	O=C1NC2=C(CCc3ccccc32)C(c2ccccc2)N1 (configuration not stated)	i	-2	i	-2	11	-2	-1	-9	3
11	COc1ccc(-n2c(C(C)n3nc(C)c([N+](=O)[O-])c3C)n[nH]c2=S)cc1 (configuration not stated)	i	-18	i	4	4	-3	-1	-8	-5
12	COc1ccc(NC(=O)Nc2sc(=S)n(C)c2C)cc1	i	-64	i	6	-9	-4	1	0	5

Complete entries, looked up by structure. Screens in order: Rpn11 block | MLLE-PAM2 inh | Neddyl block | NadD block | SKN-1 inh | Rin1 Abl inh | MT1-MMP act inh | FAS TE block | CSN inh
`CC(=O)Nc1ccc(NC(=O)COC(=O)CCNS(=O)(=O)c2c(Cl)cccc2Cl)cc1` in the list: i | -19 | i | 1 | -2 | 2 | -3 | -6 | 3
`CCCN(CC1CC1)C(=S)NC(=O)c1ccccc1C` in the list: i | 18 | i | 2 | -12 | 2 | 2 | -4 | -5
`Cc1cc(=O)oc2cc(OCC(=O)N3CCN(c4ccc(F)cc4)CC3)c(Cl)cc12` in the list: i | 1 | i | 3 | -5 | -5 | -3 | 38 | 2
`CCN(CC(=O)NC(=O)NCc1ccccc1)CC(=O)Nc1cc(Cl)ccc1C` in the list: i | 1 | i | -4 | 5 | 3 | 0 | 13 | 0

Next part.
cpd	compound	Rpn11 block	MLLE-PAM2 inh	Neddyl block	NadD block	SKN-1 inh	Rin1 Abl inh	MT1-MMP act inh	FAS TE block	CSN inh
13	CCOC(=O)/C(C#N)=C\c1ccc(O)c(OC)c1	i	-22	i	1	5	2	1	-7	2
14	CC(C)c1ccc(S(=O)(=O)N2CCC(C(=O)NCc3ccco3)CC2)cc1	i	-9	i	-2	4	2	3	2	-2
15	COc1cccc(NC(=O)Cn2c(=O)n(CC3CCCO3)c(=O)c3ccccc32)c1 (configuration not stated)	i	-2	i	-5	4	-2	2	-6	-5
16	C/C(=N\NC(=O)c1cccnc1)c1ccc(Br)cc1	i	-5	i	6	-12	-1	1	-8	3
17	Clc1ccc(-c2nnc(-c3ccccc3)c(N3CCSCC3)n2)cc1	i	3	i	1	38*	0	-6	22	-2
18	CN(C(=O)CN1CCN(c2cnn(-c3ccccc3)c(=O)c2Cl)CC1)C1CCS(=O)(=O)C1 (configuration not stated)	i	6	i	2	-8	1	-3	-3	4
19	CC1CCc2cc(F)cc3c(=O)c(C(=O)O)cn1c23 (configuration not stated)	i	4	i	1	5	-1	3	-5	-3
20	COc1cc2c(cc1OC)CN(C(=O)CN(C)S(=O)(=O)c1ccc(NC(C)=O)cc1)CC2	i	-1	i	-6	-3	3	-2	-5	-1
21	Cc1ccccc1OCC(=O)Nc1c2c(nn1C(C)(C)C)CS(=O)(=O)C2	i	7	i	-7	-2	3	1	-5	-1
22	NC(=O)c1cc[n+](CC(=O)c2ccc(NC(=O)c3ccccc3)cc2)cc1	i	2	i	6	2	0	0	-9	-3
23	O=C(NCc1ccc(F)cc1)c1cnc2n(c1=O)CCS2	i	-18	i	5	-5	-2	2	-4	6
24	COC(=O)c1sccc1NC(=O)CSc1cccc(Cl)c1Cl	i	8	i	-8	5	0	-6	19	6
25	CCN(CC(=O)NCc1cccs1)S(=O)(=O)c1cccc(Br)c1	i	14	i	-3	19	1	1	0	2
26	Cc1cc(C)nc(N2CCC(C(=O)Nc3ccc4c(c3)CCC4)CC2)n1	i	-12	i	-2	21	0	-1	-1	1
27	CC(=O)Nc1ccc(NS(=O)(=O)c2ccc3c(c2)NC(=O)CC(=O)N3)cc1	i	1	i	-8	-14	3	-4	-4	0
28	Cc1ccc(-n2nc3c(=O)n(CCCC(=O)NCc4cccc(Cl)c4)nc(C)c3c2C)cc1	i	-1	i	3	18	0	2	6	3
29	COC(=O)c1c(NC(=O)Cn2cc([N+](=O)[O-])cn2)sc2c1CCC2	i	6	i	-3	5	3	-3	51*	1
30	Cc1ccc(NC(=O)c2ccccc2NC(=O)Cc2ccccc2)cc1	i	0	i	-11	10	0	-4	5	4
31	COc1ccc(F)cc1CN1CCN(C(=O)c2ccc(S(=O)(=O)N3CCCCCC3)cc2)CC1	i	-9	i	4	10	1	-2	14	-1
32	CN(C)S(=O)(=O)c1cccc(NC(=S)Nc2ccc3cn[nH]c3c2)c1	i	12	i	1	1	-6	0	1	5
33	O=c1cc(-c2ccccc2)nc(SCc2ccccc2F)[nH]1	i	-2	i	3	-11	1	-1	1	2
34	Cc1ccccc1NC(=O)N1CCCC1C(=O)NCc1ccccc1 (configuration not stated)	i	-5	i	-1	-5	0	-3	0	-1
35	CCN(CC)c1ccc2cc(S(=O)(=O)c3ccc(Cl)cc3)c(=O)oc2c1	i	-12	i	1	-22	-3	-26	-18	-60
36	CC(C)CCNC(=O)c1cccc(Cl)c1	i	4	i	3	-23	1	nt	-11	3
37	CCOC(=O)C1CCN(C(=O)COC(=O)c2ccc(=O)n(Cc3ccccc3)n2)CC1	i	-2	i	0	-11	0	-17	-8	-3
38	O=C(Nc1cccc(C(F)(F)F)c1)C1CCN(S(=O)(=O)c2cnc[nH]2)CC1	i	-2	i	-4	12	1	7	-42	-3
39	Cc1nn(C)c(C)c1CN(Cc1nc(-c2cc(F)ccc2F)oc1C)C1CC1	i	-1	i	2	13	1	-4	-5	-15
40	Cc1ccc(N(C(=O)CNC(=O)c2ccco2)C(C(=O)NC2CCCCC2)c2cccnc2)cc1 (configuration not stated)	i	-4	i	1	16	3	0	-2	-1
41	O=C(CSc1nc2ccccc2c(=O)n1Cc1ccc(C(=O)NC2CC2)cc1)NCc1ccco1	i	-16	i	5	6	-1	2	-6	-1
42	Cc1ccc(NC(=O)CN(C)S(=O)(=O)c2cccc3cccnc23)cc1F	i	6	i	-3	-12	2	-1	3	-3
43	Brc1ccccc1-c1ccccc1	i	-3	i	-3	2	1	-1	1	-3
44	C[C@@H]1CN([C@H](C)CO)C(=O)CCCn2nncc2CO[C@H]1CN(C)C(=O)CCC(F)(F)F	i	-12	i	3	-19	-9	4	-9	5
45	CCOc1cccc(/C=N/NC(=O)CC2C(=O)NN=C2C)c1O (configuration not stated)	i	-12	i	0	-1	0	-1	-9	7
46	Cc1cccn2c(=O)nc(SCC(=O)NCc3ccco3)nc12	i	13	i	-3	9	5	1	-10	1
47	COCCN(C(=O)c1snc(C(N)=O)c1N)C(C(=O)NC1CCCCC1)c1ccc(N(C)C)cc1 (configuration not stated)	i	0	i	1	-6	-4	-1	-6	2
48	COc1ccc(-n2nc(C(=O)NCC3CCCO3)c3ccccc3c2=O)cc1 (configuration not stated)	i	3	i	-4	5	-3	1	3	1
49	O=C(NC1CC1)c1ccc(-n2cccc2)cc1	i	7	i	-4	6	-3	-1	-3	-1
50	CSc1nc2ccc(NC(=O)c3ccco3)cc2s1	i	0	i	-4	15	-1	7	-10	-8
51	CC(C)S(=O)(=O)NC(=O)C1(C)CCN1C(=O)Cc1ccccc1 (configuration not stated)	i	4	i	-2	19	2	1	-10	1
52	COc1cc2c(cc1OC)CC(C(=O)NCc1ccccc1)NC2 (configuration not stated)	i	-5	i	-1	16	3	1	-5	-2
53	COc1ccc(C)cc1S(=O)(=O)n1cnc(C)c1	i	-2	i	-1	0	1	2	-5	-4
54	CCc1nc(SCC(=O)Nc2cc(C)on2)c2c(=O)n(C)c(=O)n(C)c2n1	i	4	i	1	-2	-1	1	-1	1
55	CN(C)c1nc(Oc2ccc(=O)n(-c3ccccc3)n2)nc(N2CCOCC2)n1	i	11	i	9	17	-2	0	2	-1
56	CCCCN(CC)C(=O)Cn1cnc2sc(C)c(S(=O)(=O)N3CCC(C)CC3)c2c1=O	i	2	i	-2	-9	1	-3	6	-2
57	O=C(CCCN1C(=O)/C(=C\c2cccs2)SC1=S)Nc1cc([N+](=O)[O-])ccc1O	i	-5	i	11	-4	1	3	9	7
58	COc1ccc(OC)c(NC(=O)CCS(=O)(=O)c2cc3c(cc2C)NC(=O)CO3)c1	i	4	i	-9	13	1	-1	-6	0
59	COC(=O)Cc1sc(-c2ccccn2)nc1-c1ccccc1	i	25	i	1	3	-1	-2	9	2
60	COC(=O)c1ccc(N(CC(=O)NC2CCCC2)C(=O)CNC(=O)c2ccco2)cc1	i	-11	i	2	13	-3	-2	4	4
61	COc1cc(CNCCc2ccc(S(N)(=O)=O)cc2)ccc1OCC(=O)NC1CCCCC1	i	7	i	-14	-32	5	3	-9	-3
62	N/C(=N\N=C\c1ccc2c(c1)OCO2)SC1CC(=O)N(c2ccc(C(=O)O)cc2)C1=O (configuration not stated)	i	-87	i	5	11	-1	1	-10	2
63	COc1ccccc1N(C(C)=O)C1SC(=O)N(c2ccccc2)C1=O (configuration not stated)	i	22	i	-3	2	-2	-1	-3	-3
64	Cc1noc(C)c1C(=O)N1CCCC(C(=O)c2cccc(C(F)(F)F)c2)C1 (configuration not stated)	i	-8	i	0	16	-1	-1	-4	-15
65	Oc1ccc(Cn2ccnc2)c2cccnc12	i	6	i	0	1	5	6	0	-5
66	Cc1nn(-c2ccccc2)c(C)c1NC(=O)c1ccc(S(=O)(=O)N2CCCC2)cc1	i	-4	i	0	10	0	0	-5	2
67	CCCc1ccc(S(=O)(=O)NCC2CCCN2CC)cc1 (configuration not stated)	i	0	i	-7	-2	3	2	-7	-2
68	Cc1ccc(S(=O)(=O)c2c(C)cc(C)nc2Cl)cc1	i	-3	i	-5	3	1	0	1	1
69	O=C(N/N=C/c1cccc2ccccc12)c1n[nH]c2c1CCCC2	i	-13	i	0	-2	5	nt	-2	-18
70	Cc1ccccc1NC(=O)NC1(C(=O)N2CCC(O)CC2)CCCCC1	i	-7	i	-4	2	2	-1	-6	-1
71	CCOc1ccc2[nH]c(=O)c(CN(Cc3ccco3)Cc3nnnn3Cc3ccccc3)cc2c1	i	16	i	6	-9	-6	-1	-5	-4
72	CN1CCC(=NNc2ncnc3sc4c(c23)CCCC4)CC1	i	-11	i	-5	-10	1	-5	-6	-12
73	O=C(O)C1CCCCC1C(=O)Nc1cccc(Br)c1 (configuration not stated)	i	-3	i	0	-2	4	21	-12	27
